SKN-1 inh = inhibitors of C. elegans SKN-1; C. elegans VP596 Pgst-4::GFP/RFP ratio, acrylamide-induced, 24 h; AID 624304; actives 0.49% (n = 360,000); inhibition, % at 21.8 µM;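 active means interference check ratio from 0.5 to 1.5 plus GFP to RFP signal ratio inhibition reaching or exceeding a fixed threshold, cut at about 30% in these data, passing the limit was not always enough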; further: some compounds called inactive have numbers as strong as hits
LMPTP inh = blocks human LMPTP phosphatase; inhibition, % at 20 µM; AID 651560; P24666; recombinant LMPTP-A, OMFP fluorogenic substrate, fluorescence intensity; actives 0.22% (n = 360,000);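 active means compounds that cut the enzyme signal by at least half of the control window in the single-dose screen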;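 further: plate controls were DMSO wells with enzyme plus substrate for no effect and substrate without enzyme for full effect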
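Assay system: LMPTP-A phosphatase enzyme | Input: 0.625 nM enzyme | Also added: Fluorogenic phosphatase substrate OMFP at 400 µM final | Compound dosing: One test concentration per compound, 20 µM, with 3% DMSO overall | Schedule: 50 min enzyme reaction at room temperature, protected from light | Signal: Fluorescence intensity | Benchmarks: no-enzyme and uninhibited controls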
DNMT1 inh = inhibitors of human DNMT1. P26358. DNMT1 molecular beacon, Hinp1I cleavage, fluorescence. inhibition (reported as % activation of signal), % at 10 µM. actives 0.83% (n = 360,000). AID 588458; in the data active means inhibition above about 50%
NadD block = NadD (S. aureus) enzyme inhibition; purified NadD enzyme, colorimetric absorbance read-out; inhibition, % at 20 µM; actives 0.78% (n = 360,000); AID 602399; in the data active means inhibition above about 26%; further: some compounds past the cut are filed as inactive
Scp-1 inhibitor = blocks human Scp-1 phosphatase activity; AID 493091; inhibition, % at 20 µM; Recombinant Scp1, phosphopeptide, malachite green phosphate absorbance; Q9GZU7; actives 0.88% (n = 340,000);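 active means inhibition above about 50% at 20 µM, limit read from the data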;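 further: plate controls were DMSO wells with enzyme for no effect and wells lacking enzyme for full effect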
Target sequence (Q9GZU7 76-261 limits assumed): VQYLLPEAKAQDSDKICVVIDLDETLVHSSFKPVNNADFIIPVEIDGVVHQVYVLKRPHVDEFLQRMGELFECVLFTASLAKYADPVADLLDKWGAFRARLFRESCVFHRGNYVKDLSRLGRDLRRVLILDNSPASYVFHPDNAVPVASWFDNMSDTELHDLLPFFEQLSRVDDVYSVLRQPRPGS
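Test system – truncated SCP-1 phosphatase (76-261aa) · Reagent – Phosphorylated 17-residue peptide substrate · Incubation – 45 min room-temperature reaction, 5 min colour, 30 min stabiliser · Detection – colorimetric phosphate reagent with accelerator and stabiliser, absorbance at 630 nm · Measure – % inhibition at 20 µM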
Rpn11 inh = inhibitors of human proteasome Rpn11. human 26S proteasome, Ub4-pepOG fluorescence polarization; 20S core pre-blocked with epoxomicin. calls only at 20 µM. actives 0.59% (n = 360,000). AID 588493;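 active means inhibition at 20 µM, scaled to each plate's controls, above about 33%, limit read from the data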
Target sequence (O00487 whole entry, looked up): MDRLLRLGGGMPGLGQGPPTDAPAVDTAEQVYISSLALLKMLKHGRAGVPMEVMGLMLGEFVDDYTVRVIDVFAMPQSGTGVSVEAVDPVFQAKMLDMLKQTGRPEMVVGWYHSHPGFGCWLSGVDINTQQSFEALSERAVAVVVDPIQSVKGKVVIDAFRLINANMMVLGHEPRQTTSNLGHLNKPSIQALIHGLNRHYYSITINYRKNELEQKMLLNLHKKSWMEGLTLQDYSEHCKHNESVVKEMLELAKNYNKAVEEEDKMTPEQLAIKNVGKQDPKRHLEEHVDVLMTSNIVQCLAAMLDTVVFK
SUMO1-SIM PPI = alters human SUMO1 binding to SIM partners. SUMO1 binding to a labelled peptide, TR-FRET, 1 h. P63165. actives 0.33% (n = 360,000). inhibition, % at 20 µM; in the data active means inhibition above about 37%
NRP1-CendR mod = alters CendR peptide binding to human NRP-1. FAM-RPARPAR peptide binding to NRP-1, fluorescence polarization. inhibition, % at 25 µM. actives 0.85% (n = 360,000). AID 602438;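 active means inhibition or corrected inhibition above about 18%, plus a signal ratio from 0.5 to 1.5, limit read from the data, passing the limit was not always enough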; further: strong numbers were not always called active
MT1-MMP act inh = blocks activation of human MT1-MMP | GFP/RFP ratio change, % at 20 µM | P50281 | HT1080 RFP-PRO-GFP cells, GFP/RFP ratio fluorescence, overnight; percent of plate control window, DMSO zero | AID 651647 | actives 0.061% (n = 360,000);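 active means GFP/RFP ratio change of at least 30% with cell ATP level not reduced by more than half and red fluorescence within 50% of control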; further: strong numbers were not always called active
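Assay system – RFP-PRO-GFP reporter HT1080 cells · Compound dosing – single dose of 20 µM compound, 1% DMSO final · Incubation – overnight compound exposure at 37 °C · Measure – GFP/RFP fluorescence ratio · Benchmarks – DMSO wells and RFP-L50D-GFP cells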
STEP inh = blocks human striatal-enriched tyrosine phosphatase | recombinant STEP, OMFP fluorogenic substrate, fluorescence | inhibition, % at 20 µM | actives 0.25% (n = 360,000) | P54829;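 active means inhibition at 20 µM, scaled per plate between control wells, above about 37%, limit read from the data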;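 further: 0% = DMSO with enzyme and substrate and 100% = substrate only without enzyme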
Target sequence (P54829 whole entry, looked up): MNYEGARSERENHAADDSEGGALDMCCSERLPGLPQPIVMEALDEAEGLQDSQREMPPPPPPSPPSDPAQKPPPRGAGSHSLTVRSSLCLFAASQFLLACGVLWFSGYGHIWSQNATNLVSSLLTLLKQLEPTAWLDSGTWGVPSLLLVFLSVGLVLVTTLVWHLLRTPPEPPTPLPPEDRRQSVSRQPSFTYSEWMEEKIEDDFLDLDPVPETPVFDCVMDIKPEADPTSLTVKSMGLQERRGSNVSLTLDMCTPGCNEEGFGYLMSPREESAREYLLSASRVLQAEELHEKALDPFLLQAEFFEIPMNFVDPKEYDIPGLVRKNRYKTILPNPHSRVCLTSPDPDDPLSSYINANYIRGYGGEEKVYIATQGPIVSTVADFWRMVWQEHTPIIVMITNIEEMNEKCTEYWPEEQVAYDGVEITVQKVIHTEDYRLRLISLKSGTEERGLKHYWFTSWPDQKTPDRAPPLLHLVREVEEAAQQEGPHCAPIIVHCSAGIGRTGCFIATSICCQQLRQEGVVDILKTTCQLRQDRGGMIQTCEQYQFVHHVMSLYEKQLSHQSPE
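Assay system: isolated STEP enzyme / Timing: 20 min at room temperature, dark / Doses: 20 µM, 1% DMSO / Technique: fluorescence intensity, excitation 480 nm, emission 540 nm / Reagent: fluorogenic phosphatase substrate OMFP at 25 µM final / Measure: percent inhibition scaled to no-enzyme and uninhibited-enzyme controls, plate-pattern corrected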
* hit, by the source's call; i = inactive; nt = not tested or not shown.

SMILES	SKN-1 inh	LMPTP inh	DNMT1 inh	NadD block	Scp-1 inhibitor	Rpn11 inh	SUMO1-SIM PPI	NRP1-CendR mod	MT1-MMP act inh	STEP inh
CC[n+]1ccc(C)c2cc(S(=O)C(F)(F)F)ccc21 (stereo not drawn)	-17	-1.5	-3	4	-10	i	-21	-3	4	2
CCC(C)NC(=O)c1ccc(CS(=O)(=O)Cc2ccc(Cl)cc2)o1 (stereo not drawn)	-18	0.1	2	1	-4	i	2	8	1	-2
O=C(Nc1ccc(Oc2ccccc2)cc1)c1csc([C@@H]2O[C@H](CO)[C@H](O)[C@H](O)[C@H]2O)n1	23	-0.4	-1	-2	nt	i	5	6	5	2
COc1ccc(S(=O)(=O)Nc2ccc3c(c2)n(C)c(=O)n3C)cc1C	20	0.0	1	-1	-5	i	5	1	3	-1
CCOc1ccc(CNC(=O)CCCc2cn(C)c3ccccc23)cc1OC	3	0.3	-1	0	-10	i	2	-13	0	4
O=C(CCl)N(C1CCCC1)C1CCS(=O)(=O)C1 (stereo not drawn)	13	-3.5	0	10	-3	i	-1	-4	0	1
CCOc1ccc(C(=O)COC(=O)Cn2cnc3c2c(=O)n(C)c(=O)n3C)cc1	-10	-1.3	-4	-7	-3	i	0	-10	5	2
Nc1nc(N2CCOCC2)nc(N(c2ccccc2)c2ccccc2)n1	5	-0.4	1	1	-7	i	3	5	-1	-1
COc1ccc(/C=C2\N=C(c3ccccc3)NNC2=O)cc1	5	0.9	-17	6	-7	i	-4	7	-8	8
O=C(OCc1ccccc1)N1CCOCCOCCN(C(=O)OCc2ccccc2)CCOCCOCC1	2	1.0	7	-2	4	i	8	-5	1	-1
CCOC(=O)c1sc2nc(OCc3cccnc3)cc(C)c2c1N	6	49	nt	2	nt	nt	8	-11	0	nt
CCN(CC)c1ccc(/C=C2\SC(N)=NC2=O)cc1	13	1.0	12	6	-10	nt	-39	-175	-102	-8
CC1CCN(S(=O)(=O)c2ccc(NC(=O)CNC3CCCCC3)cc2)CC1	2	-1.6	-1	-8	-1	i	0	8	-4	-1
CC1(C)CC(=O)C(C(=O)CCCCC(=O)C2C(=O)CC(C)(C)CC2=O)C(=O)C1	21	-2.0	-1	1	-6	i	-1	4	8	-2
Cc1ccc(NC(=O)c2ccc(Cl)c(S(=O)(=O)N3CCCC3)c2)nc1	5	-0.4	-1	-2	-1	i	8	-12	-2	2
CC(C)c1ccc(NC(=O)CN2CCN(c3ccccn3)CC2)cc1	24	0.5	3	-3	2	i	9	10	1	-4
Cc1ccc(Cn2ccc(NC(=O)CCSc3nc(-c4ccco4)cc(C(F)(F)F)n3)n2)cc1	13	4.1	-6	-4	-7	i	-5	-2	-19	0
COCc1cc(C)nc(Oc2ccccc2)c1C#N	11	-2.3	-2	-5	-1	i	-3	-1	-2	0
CCCCNC(=O)c1cn(CC)c2ccc(S(=O)(=O)N3CCCCCC3)cc2c1=O	6	1.0	-3	-3	-3	i	7	1	0	-1
CCOCC(=O)N(CC)Cc1ccccc1	0	-0.2	1	-1	2	i	2	7	2	1
COc1cccc2sc(N)nc12	2	-0.1	-2	6	3	i	0	-14	1	-2
CC(=O)N/C(=C/c1ccc2c(c1)OCO2)C(=O)NCC(=O)O	-4	-3.1	0	-4	-2	i	0	-17	6	0
FC(F)(F)c1cc(-c2ccco2)nc(-n2nc(C(F)(F)F)cc2C2CC2)n1	2	2.2	19	-2	0	i	12	8	-2	1
CCCC12CN3CCN(CC(C3)/C1=N\NC(=O)Nc1ccccc1)C2	5	0.6	-1	-8	-2	i	-4	12	3	0
O=C(COC(=O)c1ccc(Br)o1)NCc1ccc2c(c1)OCO2	4	0.3	-2	-1	-4	i	0	5	0	0
CC(=Nc1ccccc1)C1=C(O)CCCC1=O	17	-2.1	-1	-8	-3	i	2	-6	-2	-1
COc1ccc(NS(=O)(=O)N2CCOCC2)cc1	3	-0.6	3	-1	-9	i	-3	11	-1	-1
CCN1/C(=C\C(=S)Nc2ccccc2)Sc2ccccc21	24	0.7	-4	9	-3	i	-10	-14	-9	-2
CCN(CC1CCCO1)C(=O)c1cc(COc2ccc(F)cc2F)on1 (stereo not drawn)	16	0.4	1	-3	-10	i	-5	13	1	0
CC(=O)N(C)c1ccc(NC(=O)Nc2ccc(C)c(C)c2)cc1	3	-0.1	0	1	-6	i	3	-5	5	1
COc1cc(/C=N/NC(=O)c2ccc(Cl)cc2)ccc1OCC(=O)N1CC(C)OC(C)C1 (stereo not drawn)	-8	-0.5	1	-5	-6	i	-13	7	1	-4
COc1cccc(OC)c1C1=CC(=O)C[C@H](c2ccc3c(c2)OCO3)C1	11	1.9	-7	-6	-5	i	6	-8	0	0
Cc1noc(C)c1NC(=O)Nc1cccc2c1O[C@H](CN(C)C(=O)Nc1ccc(C(F)(F)F)cc1)[C@@H](C)CN([C@H](C)CO)C2=O	1	-0.1	-1	5	-9	i	-5	5	2	-1
C=CCNC(=O)CN(c1ccccc1OCC)S(=O)(=O)c1ccc(C)cc1	-15	-1.7	-4	-4	-6	i	2	4	14	9
CCC(C)C(NC(=O)c1ccc(Cl)cc1)C(=O)Nc1cccnc1 (stereo not drawn)	-14	-1.4	14	2	8	i	1	-2	-18	1
N#Cc1cn(-c2ccccc2)nc1-c1ccccc1	16	0.6	4	-1	20	i	45*	-10	-8	-1
Clc1ccc(-c2cc(CN3CCOCC3)no2)cc1	16	-1.4	0	-8	-9	i	-2	2	0	1
Cc1ccc(C2C=NN(c3ccccc3)C2=O)cc1 (stereo not drawn)	-1	-0.8	4	-3	1	i	1	2	-3	-1
CC(C)(C)c1ccc(NC(=O)COC(=O)C2=COCCO2)cc1	-5	1.4	-2	-2	-5	i	2	-18	9	3
CCCNC(=O)C1(C)CCCN(C(=O)c2ccc(OC(F)F)cc2)C1 (stereo not drawn)	-4	-1.3	1	0	nt	i	3	4	6	1
O=C(NC1CCCc2ccccc21)c1n[nH]c(=O)c2ccccc12 (stereo not drawn)	0	-1.6	5	-7	-5	i	1	3	-7	0
Cc1ccc(C(=O)C(C)OC(=O)C2CCN(c3ccc(C(F)(F)F)cn3)CC2)cc1C (stereo not drawn)	1	5.2	-4	1	-6	i	4	4	-1	4
C=CC[C@H](CC(=O)N(CCO)Cc1ccccc1)C(=O)N[C@H](C)COC(=O)[C@@H](CC=C)Cc1ccc(F)cc1	4	1.3	4	-7	-6	i	4	10	-3	0
O=C(Nc1nnc(CCN2CCCCC2)s1)c1ccc(Cl)cc1Cl	-1	-2.1	1	-2	-7	i	1	2	0	-1
CCOC(=O)c1ccc2c(c1)nc(COc1ccc(OC)cc1)n2CC	-14	1.0	-2	-8	0	i	0	0	5	0
CC(/C=C/c1ccc(O)cc1)=N/O	2	-1.4	-9	3	5	i	-3	-7	-1	-1
O=C(Nc1ccccc1)N1CCC(c2nc(-c3ccc(S(=O)(=O)N4CCOCC4)cc3)no2)CC1	9	-1.1	2	-3	-9	i	2	-9	-12	2
C[C@H](O)[C@@H]1CN2CCc3c([nH]c4ccccc34)[C@@H]2C[C@@H]1N(C)C(=S)Nc1ccc(C#N)cc1	-3	0.5	-14	7	nt	i	-11	-4	-3	2
Cc1ccc(CNC2=NCCCCC2)n1C	-12	-2.2	-2	0	-5	i	1	-6	3	-2
CCOC1(OCC)C(c2ccc(Cl)cc2)C(C#N)(C#N)C1(OCC)OCC (stereo not drawn)	1	-1.1	3	9	-8	i	2	2	-17	2

Additional results follow:
SMILES	SKN-1 inh	LMPTP inh	DNMT1 inh	NadD block	Scp-1 inhibitor	Rpn11 inh	SUMO1-SIM PPI	NRP1-CendR mod	MT1-MMP act inh	STEP inh
Cc1ccc(Oc2nc3ccccn3c(=O)c2/C=C(\C#N)C(=O)Nc2c(C)n(C)n(-c3ccccc3)c2=O)c(C)c1	6	-0.2	0	10	-1	i	-13	6	-4	-4
CSc1ccccc1OCc1cc(C(=O)NCCN2CCCc3ccccc32)no1	-1	3.0	-7	14	9	i	-7	-26	-6	4
CCOc1ccc(CN2CCNC(=O)C2CC(=O)NCc2csc(C(C)C)n2)cc1 (stereo not drawn)	-4	-0.8	-2	-1	-3	i	-6	-3	2	-5
Cc1nc2nc3c(cn2n1)C(=O)CC(c1ccccc1)C3 (stereo not drawn)	-9	-0.1	1	-5	-14	i	-4	-13	-10	-1
CN(C)C(=O)N1CCNCC1	-10	0.1	-3	-4	-6	i	5	10	2	-2
CN1C(=O)C(=O)/C(=C(/O)c2ccc(Br)cc2)C1c1cccc([N+](=O)[O-])c1 (stereo not drawn)	-2	-1.2	-7	6	-4	i	-12	-3	-2	5
O=[N+]([O-])c1cccc(C2=NCCS2)c1	11	-1.9	-2	3	-3	i	-19	9	1	2
COCCn1cnc2c(c1=O)c1nc3ccccc3nc1n2/N=C/c1ccc(OC)c(OC)c1	6	0.6	-8	-7	-11	i	-13	4	11	7
O=C(O)C1(O)C[C@@H](O)C(O)[C@H](O)C1 (stereo partly drawn)	-14	-2.1	0	-1	5	i	3	-1	-2	2
O=C1CNC(=S)N1CCCc1ccccc1	-6	-0.6	-1	-5	-8	i	2	0	-3	-3
CCOc1ccccc1N1C(=O)CC(N(O)c2ccccc2)C1=O (stereo not drawn)	6	0.4	0	2	-7	i	-4	1	1	2
C=CCSc1nnc2c(n1)OC(c1c(C)[nH]n(-c3ccccc3)c1=O)Nc1ccccc1-2 (stereo not drawn)	-10	-0.4	-4	14	1	i	7	0	3	-1
CC(=O)Nc1ccc(Oc2cnccn2)cc1	1	0.5	7	2	4	i	-2	3	-11	-4
CCc1ccc(CNC(=O)CCC(=O)n2ncc3cc(C)ccc32)cc1	2	-1.6	10	1	-9	i	-3	4	3	8

Given with values ahead of the structure: entries from further up
SKN-1 inh	LMPTP inh	DNMT1 inh	NadD block	Scp-1 inhibitor	Rpn11 inh	SUMO1-SIM PPI	NRP1-CendR mod	MT1-MMP act inh	STEP inh	smiles
-10	-0.4	-4	14	1	i	7	0	3	-1	C=CCSc1nnc2c(n1)OC(c1c(C)[nH]n(-c3ccccc3)c1=O)Nc1ccccc1-2 (stereo not drawn)
2	-1.6	10	1	-9	i	-3	4	3	8	CCc1ccc(CNC(=O)CCC(=O)n2ncc3cc(C)ccc32)cc1
6	0.4	0	2	-7	i	-4	1	1	2	CCOc1ccccc1N1C(=O)CC(N(O)c2ccccc2)C1=O (stereo not drawn)
1	0.5	7	2	4	i	-2	3	-11	-4	CC(=O)Nc1ccc(Oc2cnccn2)cc1
